PP5 inh: inhibitors of human protein phosphatase 5 (PP5) | inhibition, % at 6.7 µM | purified PP5c, OMFP substrate fluorescence | actives 0.18% (n = 320,000);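 active means inhibition above the campaign's mean inhibition across all tested compounds plus 3 SD, cut at about 9.5% in these data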;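 further: 0% = DMSO only and 100% = 100 µM cantharidin control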
Target sequence (P53041 whole entry, looked up): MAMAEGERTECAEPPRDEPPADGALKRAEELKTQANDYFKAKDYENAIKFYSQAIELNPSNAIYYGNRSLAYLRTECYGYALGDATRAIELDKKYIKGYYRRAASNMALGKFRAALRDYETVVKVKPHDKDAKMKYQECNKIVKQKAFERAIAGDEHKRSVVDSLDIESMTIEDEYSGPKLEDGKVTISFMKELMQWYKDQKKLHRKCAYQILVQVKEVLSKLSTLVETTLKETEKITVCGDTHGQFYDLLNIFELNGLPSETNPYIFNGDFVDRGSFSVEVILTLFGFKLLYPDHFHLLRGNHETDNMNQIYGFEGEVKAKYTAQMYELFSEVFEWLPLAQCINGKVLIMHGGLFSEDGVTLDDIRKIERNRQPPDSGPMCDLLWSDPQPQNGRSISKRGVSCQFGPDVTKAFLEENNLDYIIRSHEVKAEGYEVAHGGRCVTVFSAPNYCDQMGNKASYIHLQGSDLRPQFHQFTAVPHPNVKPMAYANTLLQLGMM
Fh CTSL1 inh: counter-screen for PFM18AAP inhibitors: inhibitors of F. hepatica cathepsin L1 | inhibition, % at 5.96 µM | actives 0.49% (n = 300,000) | AID 1906 | recombinant F. hepatica cathepsin L1, Z-Leu-Arg-MCA fluorescence;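 active means inhibition above the mean of all tested compounds plus 3 SD, set per screening campaign, cut at about 17% in these data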;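 further: 0% = plate median of test compound wells and 100% = 1 µM Z-Phe-Ala-diazomethylketone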
ZTA counter: ZTA (EBV) inhibition in EBNA-1 counter-screen. P03206. ZTA-DNA binding, fluorescence polarization. inhibition, % at 11 µM. actives 0.15% (n = 320,000); in the data active means inhibition above about 33%
Target sequence (P03206 whole entry, looked up): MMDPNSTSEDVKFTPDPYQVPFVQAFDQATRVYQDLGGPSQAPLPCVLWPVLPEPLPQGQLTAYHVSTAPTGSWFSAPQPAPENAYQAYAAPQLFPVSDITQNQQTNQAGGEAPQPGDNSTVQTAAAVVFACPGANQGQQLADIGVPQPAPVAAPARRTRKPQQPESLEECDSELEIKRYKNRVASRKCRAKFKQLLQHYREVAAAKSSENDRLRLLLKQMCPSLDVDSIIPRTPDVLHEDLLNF
core dimer inh: blocks dimerization of HCV core protein | actives 0.33% (n = 300,000) | AID 1899 | inhibition, % at 5 µM | TR-FRET GST/Flag-core106 dimerization, 1536-well;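 active means inhibition above the mean of all tested compounds plus 3 SD, set per screening campaign, cut at about 45% in these data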
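assay system = GST-tagged and Flag-tagged HCV core protein residues 1-106 | controls = unlabelled core106 and no-GST-core106 wells | incubation = compound-protein-antibody incubation 4 h at 22.5 °C | probe or stimulus = Eu donor and XL665 acceptor anti-tag antibodies | read-out = % inhibition based on acceptor/donor emission ratio | signal = TR-FRET 671 and 617 nm emission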
TPT1 inh: blocks Candida albicans tRNA 2'-phosphotransferase | actives 0.81% (n = 300,000) | recombinant caTPT1, FP RNA substrate dephosphorylation | inhibition, % at 5 µM;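 active means inhibition above the mean of all tested compounds plus 3 SD, set per screening campaign, cut at about 24% in these data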;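 further: plate controls were DMSO alone for no effect and ferristatin control at 100 nM for full effect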
EBNA-1 inh: blocks EBNA-1 binding to DNA. EBNA-1 DNA binding, fluorescence polarization. inhibition, % at 14.8 µM. actives 0.34% (n = 300,000); in the data active means inhibition above about 28%
PP1 counter: PP1-alpha (human) inhibition in PP5 counter-screen | P62136 | purified PP1alpha, OMFP fluorescence | inhibition, % at 6.7 µM | actives 0.9% (n = 320,000) | AID 2235;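 active means inhibition above the mean inhibition of all tested compounds plus 3 SD, computed separately for each screening campaign, cut at about 15% in these data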
Target sequence (P62136 whole entry, looked up): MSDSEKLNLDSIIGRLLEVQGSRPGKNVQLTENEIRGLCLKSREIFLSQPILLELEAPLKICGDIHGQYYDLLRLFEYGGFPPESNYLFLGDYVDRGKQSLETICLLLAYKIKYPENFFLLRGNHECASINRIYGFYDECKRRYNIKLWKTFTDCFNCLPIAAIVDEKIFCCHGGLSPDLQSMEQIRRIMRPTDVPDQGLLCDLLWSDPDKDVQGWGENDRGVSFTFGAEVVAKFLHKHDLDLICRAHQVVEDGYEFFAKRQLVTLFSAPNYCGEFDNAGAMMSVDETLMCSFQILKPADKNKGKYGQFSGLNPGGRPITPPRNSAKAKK
PREPL inh: inhibits the human prolyl oligopeptidase-like enzyme. actives 0.68% (n = 320,000). recombinant PREPL, fluorescence polarization activity-based probe. inhibition, % at 5.96 µM; in the data active means inhibition above about 43%;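 further: 0% = enzyme with DMSO and 100% = wells lacking enzyme; many of its hits are not listed in these tables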
Efflux pump inh: blocks antifungal efflux pumps in multiplex yeast assay. S. cerevisiae Candida pump triplex, Nile Red efflux. inhibition, % at 10 µM. actives 0.44% (n = 330,000);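 active means plate passing quality check with inhibition over a set limit, or well fluorescence over plate mean plus 4 SD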;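 further: Nile Red retained in pooled yeast measured as flow cytometry median fluorescence; 0% = buffer negative control and 100% = Enniatin B positive control; higher means more Nile Red kept so more efflux inhibition; some compounds called inactive have numbers as strong as hits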
The depositor's hits bear a star.

Screening CC(=O)CCN1CCOCC1 returned PP5 inh -1.9, Fh CTSL1 inh 0, ZTA counter -12, core dimer inh -4, TPT1 inh 0, EBNA-1 inh 7, PP1 counter -2, PREPL inh -2 and Efflux pump inh -0.2.
Screening O=C(CN1CCN(Cc2ccccc2)CC1)Nc1ccc2c(c1)CCC2 returned PP5 inh 4.3, Fh CTSL1 inh 0, ZTA counter -3, core dimer inh 0, TPT1 inh 1, EBNA-1 inh -7, PP1 counter -17, PREPL inh -27 and Efflux pump inh 0.1.
COc1ccc(N2CCN(C(=O)c3oc4ccccc4c3C)CC2)cc1 was read as PP5 inh 1.4, Fh CTSL1 inh 2, ZTA counter -4, core dimer inh 1, TPT1 inh -2, EBNA-1 inh -2, PP1 counter -6, PREPL inh 25 and Efflux pump inh 0.0.
For C/C(=N\NS(C)(=O)=O)c1ccccc1 the results were PP5 inh 0.5, Fh CTSL1 inh 4, ZTA counter 5, core dimer inh 0, TPT1 inh -6, EBNA-1 inh 1, PP1 counter -4, PREPL inh -4 and Efflux pump inh 0.1.
For O=C1c2ccccc2C(=O)N1CCCCN(C(=O)c1cc2ccccc2oc1=O)c1ccc(Cl)cc1 the results were PP5 inh 2.2, Fh CTSL1 inh 6, ZTA counter 1, core dimer inh 12, TPT1 inh -4, EBNA-1 inh 37*, PP1 counter 3, PREPL inh 1 and Efflux pump inh -0.1.
Screening COC(=O)Nc1nc(Sc2ncc(C(F)(F)F)cc2Cl)n[nH]1 returned PP5 inh 2.1, Fh CTSL1 inh -5, ZTA counter -13, core dimer inh -16, TPT1 inh -1, EBNA-1 inh -5, PP1 counter -17, PREPL inh 3 and Efflux pump inh 0.2.
`O=C(CCc1ccc(S(=O)(=O)N2CCOCC2)cc1)N1CCCC1` gave PP5 inh 4.1, Fh CTSL1 inh -2, ZTA counter -6, core dimer inh -5, TPT1 inh 1, EBNA-1 inh -7, PP1 counter 2, PREPL inh 14 and Efflux pump inh -0.6.
CC(=O)NC(CC(C)C)C(=O)NC(CO)C(=O)NC(CCC(=O)O)C(=O)NC(C)C(=O)NC(CC(C)C)C(N)=O (stereo not drawn) was read as PP5 inh 1.1, Fh CTSL1 inh 1, ZTA counter 5, core dimer inh 1, TPT1 inh -2, EBNA-1 inh 7, PP1 counter -1, PREPL inh -4 and Efflux pump inh 0.2.
Cc1ccc(S(=O)(=O)/N=C(/NC(=S)Nc2c(C)n(C)n(-c3ccccc3)c2=O)c2ccccc2)cc1 was read as PP5 inh -0.3, Fh CTSL1 inh -2, ZTA counter -6, core dimer inh -5, TPT1 inh 2, EBNA-1 inh -5, PP1 counter -1, PREPL inh 3 and Efflux pump inh 0.3.
Screening Cc1noc(C)c1COc1ccc(C(=O)NCCOc2ccccc2)cc1 returned PP5 inh 1.7, ZTA counter 7, PP1 counter 0, PREPL inh -24 and Efflux pump inh 0.2.
`CCOc1cccc(NC(=O)CC#N)c1` gave PP5 inh 2.1, Fh CTSL1 inh -2, ZTA counter -1, core dimer inh 2, TPT1 inh 5, EBNA-1 inh 3, PP1 counter 0, PREPL inh 4 and Efflux pump inh -0.1.
Cc1ccccc1OCCC(=O)Nc1c(C)n(C)n(-c2ccccc2)c1=O was read as PP5 inh -2.4, Fh CTSL1 inh 1, ZTA counter -19, core dimer inh -8, TPT1 inh 1, EBNA-1 inh 4, PP1 counter 1, PREPL inh 21 and Efflux pump inh -0.2.

Reprinted from the part before: two entries; new compounds follow.
`CCOc1cccc(NC(=O)CC#N)c1` gave PP5 inh 2.1, Fh CTSL1 inh -2, ZTA counter -1, core dimer inh 2, TPT1 inh 5, EBNA-1 inh 3, PP1 counter 0, PREPL inh 4 and Efflux pump inh -0.1.
Cc1ccccc1OCCC(=O)Nc1c(C)n(C)n(-c2ccccc2)c1=O was read as PP5 inh -2.4, Fh CTSL1 inh 1, ZTA counter -19, core dimer inh -8, TPT1 inh 1, EBNA-1 inh 4, PP1 counter 1, PREPL inh 21 and Efflux pump inh -0.2.
`O=C(CSc1nnc(CNC(=O)c2ccc(F)cc2)o1)Nc1ccc2c(c1)OCCO2` gave PP5 inh 2.3, Fh CTSL1 inh -1, ZTA counter 1, core dimer inh 6, TPT1 inh 0, EBNA-1 inh 6, PP1 counter 6, PREPL inh -7 and Efflux pump inh -0.3.
Screening CCCCc1cc(=O)oc2cc(C)cc(OCC(=O)Nc3cccnc3)c12 returned PP5 inh 2.9, Fh CTSL1 inh -4, ZTA counter -12, core dimer inh -4, TPT1 inh 0, EBNA-1 inh 4, PP1 counter 2, PREPL inh -4 and Efflux pump inh -0.2.
`COc1ccc(C(=O)N2CCCC(C(=O)O)C2)c2ccccc12` (stereo not drawn) gave PP5 inh 3.8, Fh CTSL1 inh 1, ZTA counter -10, core dimer inh -14, TPT1 inh 3, EBNA-1 inh -11, PP1 counter 5, PREPL inh 14 and Efflux pump inh -0.1.
For COc1ccc(-n2c(=S)[nH]c3cc(C(=O)N4CCN(c5ccccc5)CC4)ccc3c2=O)cc1 the results were PP5 inh 0.1, Fh CTSL1 inh 1, ZTA counter 7, core dimer inh 12, TPT1 inh 0, EBNA-1 inh 14, PP1 counter -1, PREPL inh 0 and Efflux pump inh -0.1.
CNC(=O)c1ccc(Nc2nnc(-c3ccc(C)c(S(N)(=O)=O)c3)c3ccccc23)cc1 was read as PP5 inh 0.2, Fh CTSL1 inh 1, ZTA counter -4, core dimer inh -2, TPT1 inh -1, EBNA-1 inh 6, PP1 counter 1, PREPL inh 7 and Efflux pump inh 0.0.
Screening Cc1cc(C)c2nc(/N=C(\N)NC(=O)c3ccccc3)nc(C)c2c1 returned PP5 inh 4.2, Fh CTSL1 inh -3, ZTA counter -15, core dimer inh -4, TPT1 inh -4, EBNA-1 inh 5, PP1 counter 1, PREPL inh 12 and Efflux pump inh -0.1.
CC1CCN(Cc2csc(N)n2)CC1 was read as PP5 inh -0.1, Fh CTSL1 inh -2, ZTA counter -3, core dimer inh -3, TPT1 inh -1, EBNA-1 inh 4, PP1 counter 1, PREPL inh 13 and Efflux pump inh -0.1.
For COc1cc2c(cc1OC)CN(C(=O)CSc1nc(N)c(C#N)cc1C#N)CC2 the results were PP5 inh 1.7, Fh CTSL1 inh 8, ZTA counter -7, core dimer inh 3, TPT1 inh 3, EBNA-1 inh 15, PP1 counter -5, PREPL inh 5 and Efflux pump inh 0.0.
Screening CS(=O)(=O)c1ccc(C(=O)Nc2cc(-c3ccccc3)nn2-c2ccccc2)cc1 returned PP5 inh 1.8, Fh CTSL1 inh 1, ZTA counter -21, core dimer inh 1, TPT1 inh 1, EBNA-1 inh 3, PP1 counter -1, PREPL inh -13 and Efflux pump inh 0.0.
For Cc1ccccc1-n1c(-c2csc3ccccc23)n[nH]c1=S the results were PP5 inh 3.5, Fh CTSL1 inh 1, ZTA counter -2, core dimer inh 0, TPT1 inh -2, EBNA-1 inh 0, PP1 counter 1, PREPL inh 2 and Efflux pump inh 0.3.
For CCn1c(=O)cc(SCC(=O)NCCCN2CCC(C)CC2)c2ccccc21 the results were PP5 inh -0.9, Fh CTSL1 inh 5, ZTA counter -11, core dimer inh -10, TPT1 inh 1, EBNA-1 inh 4, PP1 counter -8, PREPL inh 22 and Efflux pump inh -0.2.
CC(=O)n1cc(N(C(=O)CCl)c2ccccc2)c2ccccc21 was read as PP5 inh -3.3, Fh CTSL1 inh -2, ZTA counter -3, core dimer inh 1, TPT1 inh -1, EBNA-1 inh -6, PP1 counter -2, PREPL inh -3 and Efflux pump inh 0.0.
Screening COc1ccc(CCNC(=O)CCNC(=O)c2ccco2)cc1 returned PP5 inh 1.2, Fh CTSL1 inh 3, ZTA counter -7, core dimer inh -31, TPT1 inh 0, EBNA-1 inh -1, PP1 counter -1, PREPL inh 3 and Efflux pump inh 0.3.
Screening O=C(CNc1ccccc1F)Nc1cc(S(=O)(=O)N2CCCCC2)ccc1Cl returned PP5 inh 6.0, ZTA counter -4, PP1 counter 4, PREPL inh 21 and Efflux pump inh -0.2.
Screening Cn1nc(-c2ccc(C(=O)N3CCN(CCO)CC3)cc2)c2ccccc2c1=O returned PP5 inh -1.1, Fh CTSL1 inh 1, ZTA counter -1, core dimer inh -4, TPT1 inh -2, EBNA-1 inh 7, PP1 counter 1, PREPL inh 5 and Efflux pump inh -0.2.
Screening CN1CCN(S(=O)(=O)c2ccc(N3CCN(c4ccccc4Cl)CC3)nc2)CC1 returned PP5 inh 2.1, ZTA counter 1, PP1 counter -2, PREPL inh 21 and Efflux pump inh -0.2.
COc1cc(C(=O)N/N=C(\c2ccccc2)c2ccccn2)cc(OC)c1OC was read as PP5 inh -0.6, Fh CTSL1 inh 1, ZTA counter 17, core dimer inh 10, TPT1 inh 0, EBNA-1 inh 4, PP1 counter -7, PREPL inh -11 and Efflux pump inh -0.1.
Screening Cc1ccc(NC(=S)NCc2ccccc2)c(C)c1 returned PP5 inh 1.4, Fh CTSL1 inh 3, ZTA counter -15, core dimer inh -9, TPT1 inh -4, EBNA-1 inh 3, PP1 counter 5, PREPL inh 15 and Efflux pump inh 0.0.
For O=C(Nc1nc(-c2ccc(F)c(F)c2)cs1)C1=COCCO1 the results were PP5 inh 2.2, ZTA counter 3, PP1 counter 8, PREPL inh -4 and Efflux pump inh 0.3.
`CCOc1cc(N2CCOCC2)c(OCC)cc1NC(=O)COc1ncnc2ccccc12` gave PP5 inh 6.0, Fh CTSL1 inh 1, ZTA counter 12, core dimer inh -3, TPT1 inh -4, EBNA-1 inh 3, PP1 counter -2, PREPL inh 9 and Efflux pump inh 0.1.
`CSc1ccccc1NC(=O)CN(C1CCCCC1)S(C)(=O)=O` gave PP5 inh 9.2, Fh CTSL1 inh -2, ZTA counter 0, core dimer inh -1, TPT1 inh 3, EBNA-1 inh 0, PP1 counter -5, PREPL inh 7 and Efflux pump inh 0.3.
COCCn1c(C)cc(C(=O)COC(=O)C2CC(=O)N(CCc3ccc(OC)c(OC)c3)C2)c1C (stereo not drawn) was read as PP5 inh 1.2, Fh CTSL1 inh -8, ZTA counter 3, core dimer inh 5, TPT1 inh 1, EBNA-1 inh -4, PP1 counter -6, PREPL inh 8 and Efflux pump inh 0.0.
Screening COC(=O)c1[nH]c2cccc(Cl)c2c1NC(=O)CN1CCN(CCO)CC1 returned PP5 inh -1.2, Fh CTSL1 inh 2, ZTA counter 17, core dimer inh -3, TPT1 inh 2, EBNA-1 inh 12, PP1 counter 1, PREPL inh -1 and Efflux pump inh -0.4.

Among those listed so far, five contain an aryl thioether with sulfur outside any ring:
Screening COC(=O)Nc1nc(Sc2ncc(C(F)(F)F)cc2Cl)n[nH]1 returned PP5 inh 2.1, Fh CTSL1 inh -5, ZTA counter -13, core dimer inh -16, TPT1 inh -1, EBNA-1 inh -5, PP1 counter -17, PREPL inh 3 and Efflux pump inh 0.2.
`O=C(CSc1nnc(CNC(=O)c2ccc(F)cc2)o1)Nc1ccc2c(c1)OCCO2` gave PP5 inh 2.3, Fh CTSL1 inh -1, ZTA counter 1, core dimer inh 6, TPT1 inh 0, EBNA-1 inh 6, PP1 counter 6, PREPL inh -7 and Efflux pump inh -0.3.
For COc1cc2c(cc1OC)CN(C(=O)CSc1nc(N)c(C#N)cc1C#N)CC2 the results were PP5 inh 1.7, Fh CTSL1 inh 8, ZTA counter -7, core dimer inh 3, TPT1 inh 3, EBNA-1 inh 15, PP1 counter -5, PREPL inh 5 and Efflux pump inh 0.0.
For CCn1c(=O)cc(SCC(=O)NCCCN2CCC(C)CC2)c2ccccc21 the results were PP5 inh -0.9, Fh CTSL1 inh 5, ZTA counter -11, core dimer inh -10, TPT1 inh 1, EBNA-1 inh 4, PP1 counter -8, PREPL inh 22 and Efflux pump inh -0.2.
`CSc1ccccc1NC(=O)CN(C1CCCCC1)S(C)(=O)=O` gave PP5 inh 9.2, Fh CTSL1 inh -2, ZTA counter 0, core dimer inh -1, TPT1 inh 3, EBNA-1 inh 0, PP1 counter -5, PREPL inh 7 and Efflux pump inh 0.3.

These rows are one share of the data; count on the stated rates, not on these rows.
